BCLXL inh – Bcl-xL (human) inhibition | inhibition, % at 10.9 µM | Q07817 | hit rate 0.7% among 320,000 | GST-Bcl-xL / FITC-Bim BH3 peptide fluorescence polarization | AID 2129;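 active = inhibition above the mean of all tested compounds plus 3 SD, cutoff set per campaign, cut at about 30% in these data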;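 also: 0% = DMSO wells and 100% = unlabeled Bim-BH3 peptide competitor; inhibitors lower millipolarization by displacing the labeled peptide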
Target sequence (Q07817 whole entry, looked up): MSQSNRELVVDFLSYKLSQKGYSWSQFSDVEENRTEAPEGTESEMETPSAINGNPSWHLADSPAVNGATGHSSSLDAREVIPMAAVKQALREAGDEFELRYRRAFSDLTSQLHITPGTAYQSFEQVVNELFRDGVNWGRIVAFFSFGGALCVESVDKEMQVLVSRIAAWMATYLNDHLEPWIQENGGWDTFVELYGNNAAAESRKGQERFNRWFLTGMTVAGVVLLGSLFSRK
MCL1-BIM inh – inhibitors of human MCL1 binding to BIM-BH3 peptide; inhibition, % at 10.9 µM; GST-MCL1 / FITC-Bim-BH3 fluorescence polarization; Q07820; hit rate 0.68% among 320,000;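 active = inhibition above the mean inhibition of all tested compounds plus 3 SD, set per campaign, cut at about 40% in these data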;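 also: 0% = DMSO wells and 100% = unlabeled Bim-BH3 peptide control; higher means more loss of mP so more displacement of Bim peptide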
EBNA-1 inh – blocks EBNA-1 binding to DNA; EBNA-1 DNA binding, fluorescence polarization; inhibition, % at 14.8 µM; hit rate 0.34% among 300,000; in the data active = inhibition above about 28%
GLD-1 TGE inh – GLD-1-TGE RNA interaction inhibition (C. elegans). purified GLD-1 + fluorescein TGE RNA, fluorescence polarization. inhibition, % at 5.96 µM. hit rate 0.44% among 320,000;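 active = percent inhibition above a per-plate cutoff, the plate mean of test compounds plus 3 SD, cut at about 30% in these data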;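 also: 0% = DMSO wells with GLD-1 and probe and 100% = wells lacking GLD-1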
Target sequence (Q17339 whole entry, looked up): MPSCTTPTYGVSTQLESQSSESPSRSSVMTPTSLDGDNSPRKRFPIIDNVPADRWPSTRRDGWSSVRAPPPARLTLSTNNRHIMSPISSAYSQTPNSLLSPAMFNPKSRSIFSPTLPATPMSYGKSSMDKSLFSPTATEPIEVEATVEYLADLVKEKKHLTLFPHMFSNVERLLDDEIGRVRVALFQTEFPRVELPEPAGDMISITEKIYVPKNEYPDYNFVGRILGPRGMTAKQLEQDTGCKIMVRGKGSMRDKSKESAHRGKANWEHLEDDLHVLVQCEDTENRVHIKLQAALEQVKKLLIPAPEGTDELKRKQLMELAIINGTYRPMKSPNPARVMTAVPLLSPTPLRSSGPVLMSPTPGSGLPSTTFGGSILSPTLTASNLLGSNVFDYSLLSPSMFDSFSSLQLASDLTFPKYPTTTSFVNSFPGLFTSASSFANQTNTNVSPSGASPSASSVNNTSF
Fam108B inh – counter-screen for RBBP9 inhibitors: inhibitors of mouse Fam108B; recombinant Fam108B, FP-Rh probe fluorescence polarization; inhibition, % at 9.51 µM; hit rate 0.33% among 300,000; AID 1947;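 active = inhibition above the screen mean inhibition plus 3 SD, computed separately per campaign, cut at about 18% in these data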;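 also: inhibitors lower polarization as less probe binds the enzyme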
MEX-5 binding – C. elegans MEX-5 TCR-2 RNA binding activity; MEX-5/FITC-TCR2 RNA binding, fluorescence polarization; hits give low values; activity score (negative = inhibition of binding), % at 10 µM; hit rate 0.38% among 300,000;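 active = inhibition past about -25% in most replicates, and total fluorescence under double the plate's negative control median, limit read from the data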;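 also: 0% = DMSO and -100% = 5 µM competing unlabeled TCR2 RNA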
Yeast superoxide – yeast age-related superoxide inhibition as caloric restriction mimetic. hit rate 0.18% among 330,000. superoxide response (% of plate mean), % at 10 µM. S. cerevisiae aged cells, superoxide DHE fluorescence; hits give low values;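 active = superoxide response under a set limit, about three screen SD below normal, cut at about 65% in these data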;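 also: yeast aged for seven days with compound at 30 °C before DHE staining; 100% = average MFI of all compound-treated wells on the plate with controls excluded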
ZTA counter – blocks Epstein-Barr virus ZTA, an EBNA-1 counter-screen | P03206 | ZTA-DNA binding, fluorescence polarization | inhibition, % at 11 µM | hit rate 0.15% among 320,000; in the data active = inhibition above about 33%
Target sequence (P03206 whole entry, looked up): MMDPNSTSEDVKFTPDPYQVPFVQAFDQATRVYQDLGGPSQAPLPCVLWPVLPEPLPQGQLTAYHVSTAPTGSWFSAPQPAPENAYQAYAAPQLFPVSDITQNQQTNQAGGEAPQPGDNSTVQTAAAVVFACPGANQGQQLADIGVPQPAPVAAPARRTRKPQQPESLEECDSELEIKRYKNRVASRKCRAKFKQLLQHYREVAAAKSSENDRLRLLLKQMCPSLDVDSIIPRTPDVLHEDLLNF
Efflux pump inh – blocks antifungal efflux pumps in multiplex yeast assay; AID 485275; inhibition, % at 10 µM; S. cerevisiae Candida pump triplex, Nile Red efflux; hit rate 0.44% among 330,000;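 active = plate passing quality check with inhibition over a set limit, or well fluorescence over plate mean plus 4 SD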;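 also: Nile Red retained in pooled yeast measured as flow cytometry median fluorescence; 0% = buffer negative control and 100% = Enniatin B positive control; higher means more Nile Red kept so more efflux inhibition; some compounds called inactive have numbers as strong as hits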
Numbers without * were called inactive; . = not tested or not shown; & = joins results of further samples.

SMILES	BCLXL inh	MCL1-BIM inh	EBNA-1 inh	GLD-1 TGE inh	Fam108B inh	MEX-5 binding	Yeast superoxide	ZTA counter	Efflux pump inh
COc1ccc(CC(=O)Nc2ccc(-c3cn4ccccc4n3)cc2)cc1	0	-1	13	1	-5	0.4	96	11	0.0
O=[N+]([O-])c1ccc(Cl)c(S(=O)(=O)/N=C(/c2ccccc2)N2CCOCC2)c1	-1	2	-3	0	3	2.1	95	-1	-0.1
Cc1nc(SCC(C)C)[nH]c(=O)c1Cc1ccccc1	-2	-4	0	1	2	0.2	117	15	-0.2
CCc1nnc(NC(=O)c2ccc(OC)cc2)s1	-3	-1	10	-1	-7	3.8	92	1	-0.1
O=S(=O)(c1ccccc1Cl)N1CCCC1c1nc(-c2cccc(Cl)c2)no1 (configuration not stated)	1	-4	3	11	-7	3.2	104	-6	-0.1
COc1cc(=O)[nH]c(SCC(=O)Nc2nc3c(s2)CCCC3)n1	6	6	6	4	-3	1.5	98	18	-0.1
CCCCNC(=O)c1nn2c(C(F)(F)F)cc(-c3ccc(OC)cc3)nc2c1Br	5	-6	4	7	-3	-2.7	98	-1	0.0
O=C(O)CCCC(=O)N1N=C(c2c(-c3ccccc3)c3cc(Cl)ccc3[nH]c2=O)CC1c1cccs1 (configuration not stated)	4	0	11	2	11	-0.2	108	1	-0.1
CCC(=O)NNc1ncnc2c1cnn2-c1cccc(C)c1	4	0	-2	4	6	-1.0	106	-8	0.0
CN(C(=O)c1ccccn1)C1(C(=O)NC2CCCCC2)CCCCC1	0	8	0	5	-1	-1.2	102	10	0.1
CC(=O)Nc1ccc(Cl)cc1C1COC(=O)C1=N (configuration not stated)	-1	-6	-11	4	1	-0.2	115	-23	0.4
CC(C)c1nc(SCc2ccccn2)c2c(=O)n(C)c(=O)n(C)c2n1	6	9	4	4	-3	2.0	97	4	0.2
CC(C)C1Oc2ccccc2N(CC(=O)N(C)C2CCCCC2)C1=O (configuration not stated)	4	4	4	3	-1	-0.4	90	-1	-0.1
O=C(O)CCNS(=O)(=O)c1ccc2c(c1)OCCCO2	-1	0	23	-2	0	-1.9	94	3	-0.1
CCC1S/C(=N/N=C/c2cccs2)NC1=O (configuration not stated)	7	1	3	16	0	0.2	109	17	-0.2
O=C(Cc1cn2ccsc2n1)OCc1ccccc1	9	4	-4	-1	-1	0.1	99	-7	0.0
COC(=O)COc1ccc(S(=O)(=O)N2CCOCC2)cc1	0	1	0	4	-1	-1.6	84	12	0.2
CCn1cc(C(=O)N[C@H](C(=O)NCCCN2CCOCC2)C(C)C)c(=O)c2cc3c(cc21)OCO3	1	5	3	6	4	1.6	81	2	-0.1
O=C(CSc1nnc(NC(=O)c2c(F)cccc2F)s1)Nc1ccc(F)cc1	7	1	-7	2	-2	3.0	99	7	0.3
CCC(C(=O)OCC(=O)Nc1cccc(C(C)=O)c1)c1ccccc1 (configuration not stated)	3	0	-10	-4	-3	0.7	134	3	0.2
CN(C)c1ccc(P(=O)(OCc2ccccc2)C(O)c2ccccc2)cc1 (configuration not stated)	0	0	-2	3	-2	1.2	99	0	-0.1
CCOC(=O)c1cnc(SCC(=O)Nc2nnc(CC)s2)nc1N	2	-1	4	10	-6	1.1	79	-2	-0.1
C=C(C)COc1ccc(-c2n[nH]c(C)c2-c2ccccc2)c(O)c1	3	2	-8	4	-1	1.2	98	4	0.0
CCOc1nc(Nc2ccccc2)nc(OCC)n1	4	6	-5	4	4	-1.6	99	10	0.0
O=C(CN1C(=O)CSc2ccc(S(=O)(=O)N3CCCCC3)cc21)NCc1cccnc1	3	5	-2	-2	7	-2.5	106	-2	-0.1
CCC(C)[C@H](NC(=O)NCc1cccc(OC)c1)C(=O)O (some centres not stated)	-3	-1	5	4	6	-0.7	100	3	0.0
CO/N=C(/C(=O)N[C@@H]1C(=O)N2C(C(=O)O)=CCS[C@H]12)c1cnc(N)s1	8	17	1	3	0	-4.9	94	17	0.0
Clc1ccc2oc(SCc3cccnc3)nc2c1	0	-8	-9	4	-5	3.4	91	-15	0.5
CC(=O)c1c(C)[nH]c(C(=O)OCC(=O)N(C)C)c1C	-8	-6	0	3	1	1.1	98	-3	-0.1
Cc1ccc2c(c1)C(=O)c1ccccc1CS2=O (configuration not stated)	3	4	-12	3	4	0.7	112	-9	-0.1
Cc1ccccc1CSc1nnc(-c2ccccn2)n1N	3	0	6	5	2	0.1	105	-11	0.0
COc1ccccc1NS(=O)(=O)c1cc(NC(=O)c2cc(=O)[nH]c3ccccc23)ccc1N1CCOCC1	-9	-4	-10	-3	-6	0.1	85	13	-0.1
O=C(Cc1cc(=O)[nH][nH]1)N/N=C/c1c(Cl)cccc1Cl	4&3	5&3	1&1	4&4	-4&-1	-3.1&-2.9	97&82	-6&2	-0.1&-0.1
Cc1ccc(OCC(=O)Nc2ccc(S(=O)(=O)Nc3ccccn3)cc2)cc1C	2	3	43*	2	-4	1.9	94	-1	-0.1
CC1CC(C)CN(C(=O)CSc2nnc(-c3ccco3)o2)C1 (configuration not stated)	6	7	1	-6	0	1.0	94	-3	-0.2
Fc1cccc(C2CCCCN2Cc2nc(C3CC3)no2)c1 (configuration not stated)	2	1	-3	5	-1	-0.3	109	-13	-0.1
CCOC(=O)c1ccccc1CN1C(=O)c2ccccc2S1(=O)=O	4	3	16	2	3	1.0	108	-2	-0.2
CCOC(=O)C1CCCN(C2CC(=O)N(c3ccc(C(C)C)cc3)C2=O)C1 (configuration not stated)	0	1	13	8	-2	1.2	94	2	0.0
O=C(Nc1ccccc1O)c1ccc(NC(=O)C2CC2)cc1	3	1	-7	-3	-1	0.9	100	-1	-0.3
Cc1ccc(S(=O)(=O)NC2=NCN(CCOC(=O)c3ccc([N+](=O)[O-])cc3)CN2)cc1	-4	-7	-15	-1	-2	-2.3	92	-9	0.0
COc1ccc(N2CCN(S(=O)(=O)c3ccc4c(c3)NC(=O)C(C)C(=O)N4)CC2)cc1 (configuration not stated)	0	-3	-11	3	11	0.8	114	0	0.3
Cc1[nH]c2ccccc2c1/C=C(/C#N)C(=O)NC(C)C	-1	-5	-5	-20	-2	-1.3	108	21	-0.1
CCOC(=O)CC1COc2ccccc2N1C(=O)c1cccc([N+](=O)[O-])c1 (configuration not stated)	0	5	-8	6	1	1.6	88	0	-0.1
CSc1cccc(NC(=O)CSc2ccccc2)c1	6	5	3	1	2	2.1	89	-12	0.0
COCCNC(=O)Cn1c(=O)n(CCCCCC(=O)NCc2ccc3c(c2)OCO3)c(=O)c2sccc21	-1	-7	-1	6	1	-0.4	101	3	-0.1
O=C(N/N=C/c1ccco1)c1cccc(NC(=O)c2ccccc2Cl)c1	0	2	0	7	1	-0.4	96	-20	0.1
Cc1noc(C)c1C(=O)NC(C)c1ccc2c(c1)OCO2 (configuration not stated)	-2	10	0	7	-1	1.8	118	4	0.0
S=C(NC1CC2CCC1C2)N1CCN(c2cccc(Cl)c2)CC1 (configuration not stated)	2	5	4	15	2	-0.9	89	-6	-0.1
CCN1CCN(CCC(=O)Nc2cccc(OC)c2)CC1	-1	-1	-7	4	6	0.0	97	-6	-0.1
CC(c1ccccc1)C(NC(=O)OCC1c2ccccc2-c2ccccc21)C(=O)O (configuration not stated)	4	2	-11	0	-3	1.4	109	11	0.0
CN(Cc1ccccc1)C(=O)c1ccc(NC(=O)Cc2cccc(NC(=O)C3CCN(C(=O)C4CCC4)CC3)c2)cc1	0	6	.	2	.	.	108	7	0.0
CCOc1ccc(C(=O)NNC(=O)CN2C(=O)NC3(CCCC3)C2=O)cc1	-5	-12	.	9	.	.	105	-2	-0.1
Cc1ccc(C(NC(=O)c2ccccc2S(C)(=O)=O)c2ccccc2)cc1 (configuration not stated)	2	4	5	0	1	-1.3	95	-7	0.1
COc1cccc(C(=O)NC2CCN(CC(=O)NCc3ccccc3OC)CC2)c1	1	0	6	1	5	-0.4	104	10	0.0
COc1cc(N2N=C(c3ccccc3)CC2c2ccccc2)c(C=O)cc1C=O (configuration not stated)	6	8	3	2	-3	-4.1	92	-5	-0.2
C=CCNC(=O)/C(=C\c1cccc([N+](=O)[O-])c1)NC(=O)c1ccccc1	7	13	6	18	0	1.9	111	9	0.1
Cc1cc(C)cc(NC(=O)CSc2nnc(-c3ccccc3Br)o2)c1	4	5	2	8	-8	3.1	108	-23	0.0
O=[N+]([O-])c1cc(S(=O)(=O)NC2=NCCCCC2)ccc1NCC1CCCCC1	1	0	-6	-2	-3	1.0	101	4	0.0
N#CC1(NC(=O)CN2C(=O)c3ccc([N+](=O)[O-])cc3C2=O)CCCCC1	0	2	5	3	3	-0.4	95	4	-0.1

Six entries from above in another layout:
| smiles | BCLXL inh | MCL1-BIM inh | EBNA-1 inh | GLD-1 TGE inh | Fam108B inh | MEX-5 binding | Yeast superoxide | ZTA counter | Efflux pump inh |
| --- | --- | --- | --- | --- | --- | --- | --- | --- | --- |
| CCOc1ccc(C(=O)NNC(=O)CN2C(=O)NC3(CCCC3)C2=O)cc1 | -5 | -12 | . | 9 | . | . | 105 | -2 | -0.1 |
| Cc1cc(C)cc(NC(=O)CSc2nnc(-c3ccccc3Br)o2)c1 | 4 | 5 | 2 | 8 | -8 | 3.1 | 108 | -23 | 0.0 |
| CN(Cc1ccccc1)C(=O)c1ccc(NC(=O)Cc2cccc(NC(=O)C3CCN(C(=O)C4CCC4)CC3)c2)cc1 | 0 | 6 | . | 2 | . | . | 108 | 7 | 0.0 |
| N#CC1(NC(=O)CN2C(=O)c3ccc([N+](=O)[O-])cc3C2=O)CCCCC1 | 0 | 2 | 5 | 3 | 3 | -0.4 | 95 | 4 | -0.1 |
| Cc1ccc(C(NC(=O)c2ccccc2S(C)(=O)=O)c2ccccc2)cc1 (configuration not stated) | 2 | 4 | 5 | 0 | 1 | -1.3 | 95 | -7 | 0.1 |
| COc1cccc(C(=O)NC2CCN(CC(=O)NCc3ccccc3OC)CC2)c1 | 1 | 0 | 6 | 1 | 5 | -0.4 | 104 | 10 | 0.0 |

Compound activity from PubChem.
